Compound activity from PubChem BioAssay.
sgs1 mgt1 = NCI yeast anticancer drug screen, S. cerevisiae sgs1 mgt1 strain | growth inhibition, % at 50 µM | 78,000 tested, 10% active;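 note: 0% = growth of vehicle-only cultures of the same strain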
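Inhibition of yeast growth, normalised to vehicle-treated controls, is reported for a strain bearing genetic alterations in DNA damage repair.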
yeast mlh1 rad18 = NCI yeast anticancer drug screen, S. cerevisiae mlh1 rad18 strain; 79,000 tested, 11% active; AID 175, 2004; growth inhibition, % at 50 µM;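 note: 0% = growth of vehicle-only cultures of the same strain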
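Steps: expose repair-defective yeast to compound; measure growth; express inhibition against vehicle-treated controls.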
yeast cln2 rad14 = NCI yeast anticancer drug screen, S. cerevisiae cln2 rad14 strain; % growth inhibition at 50 µM; 78,000 tested, 8.3% active;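 note: 0% = growth of vehicle-only cultures of the same strain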
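Growth of compound-exposed yeast (cln2 rad14 genotype) measured and expressed as inhibition relative to vehicle.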
rad50 = NCI yeast anticancer drug screen, S. cerevisiae rad50 strain; % growth inhibition at 50 µM; 79,000 tested, 10% active;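 note: 0% = growth of vehicle-only cultures of the same strain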
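Readout: growth inhibition relative to vehicle-treated cultures. Compound exposure was carried out in a genetically defined yeast strain deficient in DNA damage repair.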
yeast bub3 = NCI yeast anticancer drug screen, S. cerevisiae bub3 mutant strain; % growth inhibition at 50 µM; 78,000 tested, 9.9% active;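 note: 0% = growth of vehicle-only cultures of the same strain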
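Growth of a checkpoint-deficient yeast mutant is measured after compound exposure. Values represent inhibition relative to vehicle.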
yeast mec2-1 = NCI yeast anticancer drug screen, S. cerevisiae mec2-1 strain. 79,000 tested, 9% active. % growth inhibition at 50 µM. AID 157, 2004;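 note: 0% = growth of vehicle-only cultures of the same strain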
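Vehicle-treated cultures served as reference for growth inhibition of compound-exposed mec2-1 yeast.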
Numbers without * were called inactive; nt = not tested or not shown. Cut-off read from the data, not from the text of the source: active = growth inhibition above about 70%; inactive = the rest.

canonical_smiles	sgs1 mgt1	yeast mlh1 rad18	yeast cln2 rad14	rad50	yeast bub3	yeast mec2-1
O=C(O)C(C(=O)O)C(O)c1c2ccccc2cc2ccccc12 (centres undefined)	-4	-1	-48	-10	1	16
COc1ccc(-c2oc(-c3c(C)c(C)cc(C)c3C)c3ccccc23)cc1	5	-20	-18	4	-6	-5
O=C1OC2(Cc3ccccc31)c1ccccc1-c1ccccc12	41	28	18	21	9	26
COC(=O)C(Cl)(Cl)N=Nc1c(Cl)cc(Cl)c(C)c1Cl	92*	93*	88*	92*	93*	91*
O=C(O)CCC(=O)c1ccccc1	18	35	0	33	-16	-2
COC(=O)C1CCN(Cc2c[nH]c3ccccc23)CC1	18	-1	-7	3	38	-13
O=[N+]([O-])c1ccc(C2=CSC3=NCCN23)cc1	3	-4	11	14	2	-4
CCC(c1ccc(OC)cc1)C(C(C)=O)c1ccc(OC)cc1 (centres undefined)	-4	-6	-23	-6	26	-13

canonical_smiles	sgs1 mgt1	yeast mlh1 rad18	yeast cln2 rad14	rad50	yeast bub3	yeast mec2-1
O=C(Nc1cccc(Cl)c1)NC1CCC(CC2CCCCC2)CC1 (centres undefined)	9	13	-2	6	-2	13
CCO/C(=C/[S+](C)C)c1ccccc1	-20	5	3	1	9	-4
c1ccc(-c2n[nH]c(-c3[nH]nc(-c4ccccc4)c3-c3ccccc3)c2-c2ccccc2)cc1	-12	8	5	-12	7	15
Cc1c2cnccc2c(C)c2c1c1ccccc1n2CCCCCCNCc1ccccc1	99*	99*	98*	99*	99*	99*
O=Cc1ccc(-c2ccc(-c3ccc(C=O)s3)o2)s1	38	18	18	6	18	-4
CCOC(=O)C(Cc1cc(C)c(O)c(I)c1)NC(C)=O (centres undefined)	-11	-6	4	-18	6	-1
CS/C(N)=N\C(=S)Nc1ccccc1	-3	12	-16	12	-10	-16
COc1cc(O)c(C(C)=O)c2c1C=CC(C)(C)O2	-20	-15	-17	-5	-14	-47

canonical_smiles	sgs1 mgt1	yeast mlh1 rad18	yeast cln2 rad14	rad50	yeast bub3	yeast mec2-1
CCOC(=O)C(C)(C)c1cn(C)c2ccccc12	-3	7	-5	-7	-7	-10
OC1c2ccccc2-c2ccc(N(Cc3ccccc3)Cc3ccccc3)cc21 (centres undefined)	4	24	31	7	-9	11
CC1(C)SCc2nc3ccccc3n21	12	6	22	-10	19	-35
O=C(c1ccccc1)N1C(c2ccccc2)C1(c1ccccc1)C1(c2ccccc2)SCCCS1 (centres undefined)	-13	-1	-62	-18	0	15
COC(=O)C(C(Br)C(=O)c1ccccc1)C(c1ccccc1)[N+](=O)[O-] (centres undefined)	54	94*	2	69	86*	85*
O=C(OC1COC(OCc2ccccc2)C(OC(=O)c2ccccc2)C1OC(=O)c1ccccc1)c1ccccc1 (centres undefined)	3	3	-30	8	0	-24
COc1cc([N+](=O)[O-])c(S(=O)(=O)O)cc1NS(=O)(=O)c1ccc(C)cc1	22	10	4	8	1	17
CCOC(=O)C1CC1	1	-3	0	-10	-10	-39

canonical_smiles	sgs1 mgt1	yeast mlh1 rad18	yeast cln2 rad14	rad50	yeast bub3	yeast mec2-1
Fc1ccc(N2C(c3ccccc3)=N[C@@H](N3CCOCC3)[C@@H]2N2CCOCC2)cc1	4	20	-20	21	-2	11
O=C(COCC(=O)N/N=C/c1c(O)ccc2ccccc12)N/N=C/c1c(O)ccc2ccccc12	-5	7	-8	-2	-1	-13
COc1ccc(Oc2ccccc2N)cc1	69	90*	88*	84*	63	59
O=S(=O)(O)c1cc(N=[N+]([O-])c2cc(S(=O)(=O)O)c3ccccc3c2)cc2ccccc12	21	17	70	18	-5	31
C[N+](C)(CCNCC(N)=O)CC(N)=O	-19	-2	-10	-18	5	-4
C=CCOC(=O)OCCCO	97*	95*	96*	92*	99*	99*
OCCNCc1ccc2c(c1)OCO2	-10	1	-5	-4	-5	4
ONC1=Nc2cc(Cl)ccc2C(=S)N2CSCC12 (centres undefined)	0	19	0	2	-10	19

canonical_smiles	sgs1 mgt1	yeast mlh1 rad18	yeast cln2 rad14	rad50	yeast bub3	yeast mec2-1
CCOc1ccc(Br)cc1C=O	nt	45	nt	54	nt	17
COC(=O)c1nc(N)nc(C(=O)OC)c1C(=O)c1ccc(OC)cc1	-40	-13	32	-6	-29	-16
CCOCCN1CCN(CCOCC)CC1	-10	14	-18	-12	28	-10
N#[N+]c1ccc(Nc2ccccc2)cc1	-20	-4	12	-8	-11	10
CC(CN=C(N)CSS(=O)(=O)O)OC12CC3CC(CC(C3)C1)C2 (centres undefined)	22	24	15	17	13	11
Nc1nc2c([nH]c(=O)n2C2OC(CO)C(O)C2O)c(=O)n1N (centres undefined)	19	5	-13	16	10	6
COC(=O)c1ccc(N(C)CCC(=O)CN=[N+]=[N-])cc1	9	12	-4	7	24	11
[O-][N+](=Nc1ccc(Sc2ccccc2)cc1)c1ccc(Sc2ccccc2)cc1	19	28	-17	-5	22	2

canonical_smiles	sgs1 mgt1	yeast mlh1 rad18	yeast cln2 rad14	rad50	yeast bub3	yeast mec2-1
CCCCCCCCCCCOc1ccc(Cl)cc1Cl	9	12	-4	10	30	16
CCOC(=O)c1cc2cccc(OC)c2oc1=O	-6	0	-5	6	13	3
C#CC(C)(O)CC(C)C (centres undefined)	-9	-72	-74	2	7	-1
CCSc1sc(=Nc2ccc(N=c3sc(C)c(SC)s3)cc2)sc1-c1ccc(C)cc1	-11	-5	-39	-34	2	-1
CCCCCCCCOCC(=O)OC	5	21	9	14	32	-2
Nc1nc[n+](Cc2ccccc2)c2ncn(Cc3ccccc3)c12	-11	4	-9	-6	-15	-24
Cc1ccc(NC(=S)N/N=C(/c2ccccc2)c2ccccn2)cc1	63	65	63	38	63	61
O=c1[nH]c2ccccc2c2oc3ccccc3c12	64	68	25	64	47	51

canonical_smiles	sgs1 mgt1	yeast mlh1 rad18	yeast cln2 rad14	rad50	yeast bub3	yeast mec2-1
O=C(O)C1Cc2c([nH]c3ccccc23)CN1 (centres undefined)	12	9	2	8	24	-11
CC1COC(C(C)C)(C(C)C)O1 (centres undefined)	-4	22	-10	-9	-3	-30
CCC1(C)NC(=O)OC1=O (centres undefined)	-28	5	8	2	20	-6
COC(=O)c1cc(NC(=O)Nc2cc([N+](=O)[O-])ccc2C)cc(C(=O)OC)c1	-11	-13	-15	12	0	7
O=C(N/C(=C\c1ccccc1Cl)c1nc2ccccc2s1)c1ccccc1	99*	99*	99*	99*	99*	99*
NC(=O)NC(=O)N/N=C/c1ccc([N+](=O)[O-])o1	68	62	38	75*	27	23
Nc1cc(Cl)c(F)cc1Cl	-4	-14	-29	-13	1	0
CC(C)CNc1ncnc2c1cnn2C	-2	-8	-3	-2	10	3

canonical_smiles	sgs1 mgt1	yeast mlh1 rad18	yeast cln2 rad14	rad50	yeast bub3	yeast mec2-1
C=C1C[C@@]2(OC)OCC[C@H]3C(C)=CCC(C1=O)[C@]32C(=O)OC (some centres undefined)	99*	99*	97*	98*	99*	93*
Cn1nc(N)nc1N=S(C)(C)=N	6	-8	8	1	3	8
CC(=O)NC1=NC(=O)/C(=C/c2ccc(Cl)cc2Cl)N1C	-35	-39	3	-35	-10	-9
O=C(Nc1ccccc1)Oc1ccccc1C1CCCCC1	6	-20	17	27	-19	2
OC(c1cc(C(F)(F)F)nc2c(Cl)cc(Cl)cc12)C1CCCCN1 (centres undefined)	-5	23	-3	7	9	-22
COc1cccc(CCCNC(=O)Cc2ccccc2CO)c1	-14	-47	8	34	-12	-55
C1=NCCc2ccccc21	-8	15	-20	1	2	3
CC1(C)OC(=O)C(C)(C)OC1=O	7	-3	12	-12	8	-5

canonical_smiles	sgs1 mgt1	yeast mlh1 rad18	yeast cln2 rad14	rad50	yeast bub3	yeast mec2-1
CC(=O)c1ccc2c(c1)CC1(C2)Cc2cc3c(cc2C1=O)CCC3 (centres undefined)	-11	-4	17	5	15	-22
COC(=O)[C@@H]1N2C(=O)C=NO[C@H]2SC1(C)C	-8	-3	-11	-52	-17	2
CCOCc1cnc(SC)nc1N	-9	-14	0	-1	0	7
O=C(NC(=O)c1c(F)cccc1F)Nc1cccc(C(F)(F)F)c1	4	11	7	9	-3	6
CCCCCCCCCCCCCCCC(=O)OCC(O)C1OC(=O)C(O)=C1O (centres undefined)	5	47	9	28	24	-1
CSC(=S)N/N=C/c1cccc(C)n1	66	83*	68	95*	87*	82*
Cc1cccnc1/C=C/c1cc([N+](=O)[O-])ccc1Cl	-8	3	64	2	3	23
O=C1C=CC(=C(c2ccccc2)c2ccc(O)cc2)C=C1	65	81*	28	31	92*	80*

Not a retest: 7 of the compounds above.
canonical_smiles	sgs1 mgt1	yeast mlh1 rad18	yeast cln2 rad14	rad50	yeast bub3	yeast mec2-1
C1=NCCc2ccccc21	-8	15	-20	1	2	3
CC1(C)OC(=O)C(C)(C)OC1=O	7	-3	12	-12	8	-5
CC(=O)c1ccc2c(c1)CC1(C2)Cc2cc3c(cc2C1=O)CCC3 (centres undefined)	-11	-4	17	5	15	-22
COC(=O)[C@@H]1N2C(=O)C=NO[C@H]2SC1(C)C	-8	-3	-11	-52	-17	2
CCOCc1cnc(SC)nc1N	-9	-14	0	-1	0	7
O=C(NC(=O)c1c(F)cccc1F)Nc1cccc(C(F)(F)F)c1	4	11	7	9	-3	6
CCCCCCCCCCCCCCCC(=O)OCC(O)C1OC(=O)C(O)=C1O (centres undefined)	5	47	9	28	24	-1

Record cards, as listed above. Screens in order: sgs1 mgt1, yeast mlh1 rad18, yeast cln2 rad14, rad50, yeast bub3, yeast mec2-1
`COC(=O)[C@@H]1N2C(=O)C=NO[C@H]2SC1(C)C` is listed as -8, -3, -11, -52, -17, 2
`CCCCCCCCCCCCCCCC(=O)OCC(O)C1OC(=O)C(O)=C1O` (centres undefined) is listed as 5, 47, 9, 28, 24, -1
`CCOCc1cnc(SC)nc1N` is listed as -9, -14, 0, -1, 0, 7
`O=C1C=CC(=C(c2ccccc2)c2ccc(O)cc2)C=C1` is listed as 65, 81*, 28, 31, 92*, 80*
`Cc1cccnc1/C=C/c1cc([N+](=O)[O-])ccc1Cl` is listed as -8, 3, 64, 2, 3, 23

Following part.
canonical_smiles	sgs1 mgt1	yeast mlh1 rad18	yeast cln2 rad14	rad50	yeast bub3	yeast mec2-1
Nc1nc(N)c2nonc2n1	-11	2	-26	-4	-3	-21
COc1cc2c(cc1C/C=C/c1cc(OC)c(OC)c(OC)c1)OCO2	23	12	-2	-2	9	-3
CC12CC(C/C1=N/O)C(C)(C)C2 (centres undefined)	2	10	16	-4	-8	16
CC(CC[C@@H](C)C1CCC2[C@@H]3CC(O)C4CC(O)[C@@H](O)C[C@]4(C)C3CC[C@@]21C)C(C)(C)C (some centres undefined)	-2	1	6	12	18	-1
COc1ccc(-c2c(C#N)cnc(C)c2C)c(O)c1OC	-9	-14	40	6	21	11
CC(=O)OCC1OC(n2nnc(CCl)c2CCl)C(OC(C)=O)C(OC(C)=O)C1OC(C)=O (centres undefined)	0	8	-3	38	0	9
N#C/C(=C/N1C(=O)CC(=O)NC1=S)C(N)=O	-22	-23	15	-53	-19	-71
CC1=NOC2(C1)/C(=N/O)CCC/C2=N\O (centres undefined)	-2	0	21	-4	-12	-25

canonical_smiles	sgs1 mgt1	yeast mlh1 rad18	yeast cln2 rad14	rad50	yeast bub3	yeast mec2-1
N#CC(CC(=O)c1ccccc1)c1ccc(Cl)cc1 (centres undefined)	-7	-14	-79	1	41	4
Oc1c(Cl)c2ccccc2c2ccccc12	99*	99*	98*	99*	94*	99*
CC(=O)N(C)c1ccc(NC(=S)NC(=O)c2cccc([N+](=O)[O-])c2)cc1	7	7	-4	4	28	22
Cc1cc(S(=O)(=O)Nc2nc(Nc3ccccc3)nn2C)c(S)cc1Cl	15	18	16	20	14	23
CC(=O)OCC(OC(C)=O)C(OC(C)=O)C(/C=C/N=[N+]([O-])c1ccccc1)OC(C)=O (centres undefined)	46	45	43	49	49	32
Cc1cc(Cl)ccc1NC(N)=O	5	-2	22	-6	-4	-20
CCCCCCCCCCNC(=O)C[n+]1cccc(C(=O)NCc2ccccc2)c1	100*	99*	99*	99*	99*	100*
NNS(=O)(=O)c1cccc(S(=O)(=O)NN)c1	-3	5	-4	-14	5	12

canonical_smiles	sgs1 mgt1	yeast mlh1 rad18	yeast cln2 rad14	rad50	yeast bub3	yeast mec2-1
O=COCCO	8	-9	-10	-13	2	-6
Nc1nnc2nc(CC(=O)c3ccc([N+](=O)[O-])cc3)c(CC(=O)c3ccc([N+](=O)[O-])cc3)nn12	12	3	43	4	1	19
Cc1cc2c(=O)c3ccccc3[nH]c2c(C(N)=O)c1C	2	15	-7	40	-10	8
C/C(=N/O)c1ccccc1NO	-9	-2	-26	-8	-13	-3
O=C(NCCCl)c1ccc(Cl)c(Cl)c1	5	4	-21	3	13	0
O=C1CSC(=S)N1	13	21	11	-8	-7	-8
COc1ccc(C(=O)C2CC(=O)NC2=O)cc1 (centres undefined)	-2	0	-38	-12	-1	-6
O=C(O)C(=O)Cc1ccccc1	-5	15	20	11	1	-14
